Screens as filed in PubChem.
Epigenetic reg: Quantitative High-Throughput Screen for Regulators of Epigenetic Control. AID 1865, 2009. murine LDR cells, GFP reporter derepression, 30 h. actives 0.2% (n = 280,000). Potency, µM (doses to about 53.9 µM), inactives show at the top dose GFP activation, hits mostly activators; note: % of control where 0% means no effect; nearly all actives have a fitted effect of over 60% in size
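Derepression of a silenced CMV-GFP reporter in murine LDR cells is scored by enumerating GFP-positive cells with a laser-scanning microplate cytometer after 30 hours of treatment at 37 C.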
ALDH1A1 inh: qHTS Assay for Inhibitors of Aldehyde Dehydrogenase 1 (ALDH1A1). Purified ALDH1A1, NADH fluorescence, propionaldehyde substrate. AID 1030, 2008. Potency, µM (doses to about 75.3 µM), for inactives: at the highest dose activity, negative = inhibition, actives largely listed as inhibitors. actives 7.3% (n = 220,000). Aldehyde dehydrogenase 1A1 (Homo sapiens), P00352; active = well fitted inhibition curve with a large enough effect, not every such curve was filed as active; inconclusive = small, poorly fitted or top-dose-only effect, or another doubt; inactive = no such curve, though single readings can be large or run the other way;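 note: plate controls were no enzyme wells and a reference inhibitor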
GAA glycogen: qHTS Assay for Inhibitors and Activators of Human alpha-Glucosidase Cleavage of Glycogen; Lysosomal alpha-glucosidase (Homo sapiens), P10253; recombinant GAA, glycogen substrate, Amplex Red glucose oxidase fluorescence; Potency, µM (top dose mostly 76.4 µM), for inactives: at the top dose activity change, negative = inhibition, most hits filed as inhibitors; actives 0.38% (n = 300,000); AID 2100, 2009;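 note: 0% = full enzyme reaction and -100% = no-enzyme basal signal; the screen sought inhibitors and activators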
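Natural-substrate format: glycogen cleavage by 4 nM human enzyme, glucose read by Amplex Red coupling (Ex 573, Em 610 nm). Normalized to enzyme and no-enzyme controls.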
GAA inhib: qHTS Assay for Inhibitors of Human alpha-Glucosidase as a Potential Chaperone Treatment of Pompe Disease | Lysosomal alpha-glucosidase (Homo sapiens), P10253 | purified human GAA, 4-MU-alpha-glucoside fluorescence | Potency, µM (top dose mostly 76.9 µM), for the others: at the highest dose activity change, negative = inhibition, usual class: inhibitors | actives 0.005% (n = 200,000);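 note: plate controls were uninhibited enzyme wells for no effect and no-enzyme background for full effect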
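Read-out is 4-methylumbelliferone fluorescence (Ex 365/Em 440 nm) after NaOH/glycine stop at pH 10. Enzyme 4 nM, substrate 400 uM, pH 5.0 citrate buffer, 20 min room temperature; AC50 from Hill-equation concentration-response.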
NPSR antagonist: qHTS Assay for Antagonists of the Neuropeptide S Receptor: cAMP Signal Transduction; AID 1461, 2008; Potency, µM (doses to about 38.3 µM), without a hit: at the highest dose activity change, negative = inhibition, actives largely listed as inhibitors; actives 1% (n = 220,000); CHO-NPSR cells, cAMP TR-FRET, antagonist mode; note: % is set by controls: 0 for no effect and ±100 for the full control effect; nearly all actives have a fitted effect of over 50% in size; many of its hits are not listed in these tables
Target sequence (Q6W5P4 whole entry, looked up): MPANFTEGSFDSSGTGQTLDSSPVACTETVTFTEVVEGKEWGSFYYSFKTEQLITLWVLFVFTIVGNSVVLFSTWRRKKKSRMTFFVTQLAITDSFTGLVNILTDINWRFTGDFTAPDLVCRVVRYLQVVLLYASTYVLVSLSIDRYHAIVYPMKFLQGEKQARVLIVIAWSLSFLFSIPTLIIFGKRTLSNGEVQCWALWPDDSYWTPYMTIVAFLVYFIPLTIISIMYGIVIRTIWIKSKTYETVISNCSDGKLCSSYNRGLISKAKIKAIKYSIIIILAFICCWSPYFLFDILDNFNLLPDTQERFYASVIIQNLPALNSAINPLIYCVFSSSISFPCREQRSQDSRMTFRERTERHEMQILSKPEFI
aGal spleen mod: qHTS Assay for Inhibitors and Activators of Human alpha-Galactosidase From Spleen Homogenate. Alpha-galactosidase A (Homo sapiens), P06280. human spleen homogenate, 4MU-alpha-Gal fluorescence, 40 min. Potency, µM (doses to about 80 µM), without a hit: at the top dose activity change, negative = inhibition, actives largely listed as inhibitors. actives 0.008% (n = 240,000). AID 2107, 2009;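 note: 0% = enzyme with vehicle and -100% = no enzyme basal signal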
Target sequence (P06280 32-429 limits assumed): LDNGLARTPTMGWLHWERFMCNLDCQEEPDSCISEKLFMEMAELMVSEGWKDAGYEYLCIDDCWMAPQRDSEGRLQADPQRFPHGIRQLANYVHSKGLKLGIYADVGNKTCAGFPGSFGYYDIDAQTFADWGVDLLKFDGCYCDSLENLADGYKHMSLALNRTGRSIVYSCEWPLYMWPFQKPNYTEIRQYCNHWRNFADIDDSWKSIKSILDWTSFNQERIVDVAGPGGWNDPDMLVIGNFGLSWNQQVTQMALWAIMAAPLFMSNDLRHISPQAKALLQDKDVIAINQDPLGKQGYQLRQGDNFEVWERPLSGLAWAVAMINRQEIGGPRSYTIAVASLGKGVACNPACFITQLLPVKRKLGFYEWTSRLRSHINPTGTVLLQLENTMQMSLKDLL
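qHTS titration in buffer at pH 5.0. Alpha-galactosidase activity in spleen homogenate was measured via 4-methylumbelliferone release from 1 mM fluorogenic substrate after 40 min at 37C and a pH 10 stop. AC50 came from Hill fits of control-normalized data.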
GAA spleen mod: qHTS Assay for Inhibitors and Activators of Human alpha-Glucosidase From Spleen Homogenate | human spleen homogenate, 4-MU-alpha-glucoside fluorescence | Potency, µM (top dose mostly 79.9 µM), inactives show top-dose activity change, negative = inhibition, most hits filed as inhibitors | actives 0.006% (n = 240,000);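 note: 0% = enzyme with vehicle and -100% = no enzyme basal signal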
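Enzyme source: human spleen homogenate, 1 ug/well. Buffer 50 mM citric acid/K phosphate pH 5.0, 0.01% Tween-20. 4-MU-alpha-glucoside 1 mM; 37 C x 40 min; NaOH/glycine stop; fluorescence.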
Tau fluor counter: Counterscreen qHTS for Inhibitors of Tau Fibril Formation, Fluorescence Polarization; actives 0.93% (n = 280,000); tau K18 P301L Alexa594 fluorescence, heparin fibrillization; Potency, µM (titrated, usually from 57.7 µM), inactives show top-dose activity change, negative = decrease; AID 1463, 2008; note: % is set by controls: 0 for no effect and ±100 for the full control effect; nearly all actives have a fitted effect of over 55% in size
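Human tau K18 P301L (15 uM unlabeled, 0.24 uM Alexa 594-labeled) in 100 mM sodium acetate pH 7 with 20 uM heparin, 6 hr at 37 C. ThT 30 uM added, 1 hr ambient; Alexa 594 FP and total fluorescence read at 555/632 nm.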
The depositor's hits bear a star; ? = inconclusive; nt = not tested or not shown; [ ] = another dose, or the depositor's remark. Unless noted, calls come from the whole dose curve; as a rule, active = well fitted curve in the direction sought with a large enough effect; inconclusive = small, poorly fitted or top-dose-only effect, or another doubt; inactive = no such curve, though single readings can be large; an effect the other way counts as inactive or inconclusive. Potency is the fitted concentration of half-maximal effect. An excerpt. The share of hits here may be higher or lower than overall.

Start of the data: the first 5 records, ahead of the listing:
entry	canonical_smiles	Epigenetic reg	ALDH1A1 inh	GAA glycogen	GAA inhib
1	O=C(c1ccco1)N1CCN(C(=O)N2CCOCC2)CC1	-2.8%	32µM*	6%	-1%
2	CC1(C)CCC(=O)N(c2ccccc2)C1=O	0.0%	2%	-3%	3%
3	CCN(CC)C(=O)/C(=C\c1ccc(Br)cc1)NC(=O)c1ccccc1OC	-0.3%	-12%	10%	4%
4	COc1ccc(NC(=O)Nc2cccc([N+](=O)[O-])c2)cc1Cl	-1.0%	?	6%	-4%
5	CC(=O)NC(=S)NNC(=O)c1ccc(Br)cc1	0.2%	11µM*	?	9%

entry	NPSR antagonist	aGal spleen mod	GAA spleen mod	Tau fluor counter
1	-2%[46.1 µM]	-8%	1%	-14%
2	13%	5%	5%	1%
3	?	11%	5%	-8%
4	-26%	-2%	-2%	14µM*[quencher]
5	15%	6%	0%	2%

All compounds of this part (from the top)
entry	canonical_smiles	Epigenetic reg	ALDH1A1 inh	GAA glycogen	GAA inhib
1	O=C(c1ccco1)N1CCN(C(=O)N2CCOCC2)CC1	-2.8%	32µM*	6%	-1%
2	CC1(C)CCC(=O)N(c2ccccc2)C1=O	0.0%	2%	-3%	3%
3	CCN(CC)C(=O)/C(=C\c1ccc(Br)cc1)NC(=O)c1ccccc1OC	-0.3%	-12%	10%	4%
4	COc1ccc(NC(=O)Nc2cccc([N+](=O)[O-])c2)cc1Cl	-1.0%	?	6%	-4%
5	CC(=O)NC(=S)NNC(=O)c1ccc(Br)cc1	0.2%	11µM*	?	9%
6	CCN(CC(=O)Nc1ccc(C(C)=O)cc1)CC(=O)Nc1cccc(OC)c1	0.0%	4%	2%	6%
7	CC(=O)/C(C(=N)N1CCN(Cc2ccccc2)CC1)=C(\C)O	-1.0%	4%	2%	-2%
8	Oc1[nH]c2ccccc2c1N=Nc1ccc(F)cc1	?	4%	-9%	-2%
9	CCOC(=O)c1cccc(NC(=O)Nc2ccc(OCC)cc2)c1	2.6%	-2%	-20%	-4%
10	Cc1ccc(C2CC(c3ccccc3)n3ncnc3N2)cc1 (configuration not stated)	-0.8%	-3%	-4%	1%
11	CCOc1ccc(C(=O)OCC(=O)NCc2ccco2)cc1OCC	1.6%	?	2%	1%
12	CS(=O)(=O)N1CCc2cc(C(=O)O)ccc21	-1.0%	7%	1%	-12%
13	COc1ccc2o/c(=N/NC(=O)c3cccs3)c(C(N)=O)cc2c1	18µM*	-12%	1%	-9%
14	Cc1ccc(OCc2nnc(N)s2)cc1	1.1%	3%	-9%	4%
15	CC(C)c1ccccc1NC(=S)N1CCN(Cc2ccc3c(c2)OCO3)CC1	2.4%	8%	9%	-11%

entry	NPSR antagonist	aGal spleen mod	GAA spleen mod	Tau fluor counter
1	-2%[46.1 µM]	-8%	1%	-14%
2	13%	5%	5%	1%
3	?	11%	5%	-8%
4	-26%	-2%	-2%	14µM*[quencher]
5	15%	6%	0%	2%
6	-14%	-4%	-4%	-1%
7	-10%[46.1 µM]	-2%	0%	0%
8	-2%	4%	-7%	-28%
9	9%	-3%	-2%	?
10	-9%[46.1 µM]	0%	3%	4%
11	-15%[46.1 µM]	0%	-1%	1%
12	2%[46.1 µM]	2%	2%	7%
13	-31%	-4%	0%	-16%
14	10%	4%	6%	-7%
15	-29%	-4%	-1%	-8%

(listing goes on)
entry	canonical_smiles	Epigenetic reg	ALDH1A1 inh	GAA glycogen	GAA inhib
16	NC(=O)c1ccc(NC(=O)CN2CCN(c3ccc(Cl)cc3)CC2)cc1	1.7%	22µM*	11%	1%
17	O=C(NCc1ccc(N2CCCC2=O)cc1)c1cccc(Cl)c1	-2.2%	0%	2%	10%
18	Cc1ccccc1NCN1C(=O)C2C3C=CC(C3)C2C1=O (configuration not stated)	-6.2%	8%	7%	-4%
19	O=C1c2ccccc2C(=O)N1CCCCn1c(=O)oc2ccccc21	0.0%	?	11%	0%
20	CCCS(=O)(=O)N1CCN(C(=O)COc2ccccc2)CC1	-2.7%	9%	10%	-8%
21	CC(=O)Nc1nc(C)c(-c2csc(Nc3ccc(S(N)(=O)=O)cc3)n2)s1	0.0%	nt	5%	nt
22	CN1CCN(C(=O)C2=C[C@@H](c3ccc(Br)cc3)C[C@@H](OCc3ccc(CO)cc3)O2)CC1	-4.5%	-3%	4%	nt
23	COc1ccc(-c2csc(NC(=O)c3ccc(OCC(=O)N4CCOCC4)c(OC)c3)n2)cc1	9.7%	?	7%	?
24	COc1ccc(N(C)S(=O)(=O)c2ccc3c(c2)CCC(=O)N3)cc1	-1.4%	-7%	0%	-6%
25	CCOC(=O)/C=C1\SCC(=O)N1CC(=O)NC(C)c1ccc(F)cc1 (configuration not stated)	1.3%	3%	13%	-7%
26	O=C(CSc1ncc(-c2ccccc2)n1C1CCCC1)N1CCc2ccccc21	2.0%	3.5µM*	1%	5%
27	Cc1cccc(-c2nc(CN3CCCC(C(=O)NC4CCC(C)CC4)C3)c(C)o2)c1 (configuration not stated)	0.3%	?	1%	-2%
28	C(=C\c1ccccc1)/CSc1nnc(-c2ccccc2)n1Cc1ccco1	2.4%	?	-1%	-1%
29	CCN(c1ccccc1)c1ncnc2c1cnn2-c1ccccc1	-1.0%	-7%	-22%	-2%
30	CN(C)C(CNc1nnnn1-c1ccccc1)c1ccco1 (configuration not stated)	0.9%	-7%	7%	-5%

entry	NPSR antagonist	aGal spleen mod	GAA spleen mod	Tau fluor counter
16	13%	-3%	5%	-2%
17	5%	12%	7%	-5%
18	16%[46.1 µM]	-4%	2%	0%
19	-11%[46.1 µM]	-9%	-4%	2%
20	4%[46.1 µM]	-2%	-11%	-2%
21	2%	-3%	-5%	-28%
22	15%	7%	0%	-1%
23	19%	1%	4%	?
24	-14%[46.1 µM]	13%	-4%	-13%
25	-14%[46.1 µM]	-9%	-9%	-14%
26	?	-4%	-4%	-8%
27	-19%[46.1 µM]	0%	-15%	9%
28	?	1%	2%	-3%
29	-20%[46.1 µM]	-1%	0%	-20%
30	-14%[46.1 µM]	1%	0%	-12%

(listing goes on)
entry	canonical_smiles	Epigenetic reg	ALDH1A1 inh	GAA glycogen	GAA inhib
31	O=C(c1cccs1)N1CCC(c2nc(-c3ccc(S(=O)(=O)N4CCOCC4)cc3)no2)CC1	0.0%	?	5%	-6%
32	COC(=O)/C(=C\Nc1ccc(Cl)cc1Cl)NC(=O)c1ccc(OC)cc1	2.1%	nt	3%	nt
33	COc1ccccc1NC(=O)c1sc2ncn(Cc3ccc(C)cc3)c(=O)c2c1C	3.0%	?	4%	?
34	O=C(Nc1cccc(Cl)c1)N(Cc1nc2ccccc2c(=O)[nH]1)Cc1cccs1	0.0%	-2%	-8%	?
35	Cn1c(C(=O)NCC2CCCO2)cc2c(=O)[nH]c3ccccc3c21 (configuration not stated)	-0.1%	?	-3%	5%
36	Cc1ccccc1-c1nnc(SCCC(=O)N2CCOCC2)o1	1.1%	0%	5%	-2%
37	CN1c2ccsc2C(O)=C(C(=S)Nc2ccc(F)c(Cl)c2)S1(=O)=O	8.4%	9.5µM*	-15%	-7%
38	O=S(=O)(c1ccccc1)N1CCN=C1SCc1cccc(Cl)c1	1.1%	-1%	-10%	-9%
39	CCCCN(C)CCCNC(=O)CS(=O)Cc1nc(-c2ccc(OC)c(OC)c2)oc1C (configuration not stated)	1.9%	?	6%	?
40	CC(C)Cn1c(SCC(=O)c2ccc(Cl)s2)nnc1-c1ccco1	4.4%	?	-6%	?
41	CC(=O)c1c(C)[nH]c(C(=O)Nc2cccc(S(=O)(=O)N(C)c3ccccc3)c2)c1C	-0.3%	3%	?	-11%
42	O=C(Cc1ccccc1)Nn1c(-c2ccccc2F)nc2ccccc2c1=O	1.0%	2%	5%	0%
43	N#Cc1nc(-c2ccccc2)oc1NCC1CCCO1 (configuration not stated)	-0.9%	?	2%	6%
44	CC(=O)c1ccc(NC(=O)C(C)OC(=O)c2ccc3c(c2)nc(C)n3-c2ccccc2)cc1 (configuration not stated)	0.0%	-11%	5%	-3%
45	NS(=O)(=O)c1ccc(CCNc2nc(CN3CCCCC3)nc3sc4c(c23)CCC4)cc1	0.8%	-2%	10%	4%

entry	NPSR antagonist	aGal spleen mod	GAA spleen mod	Tau fluor counter
31	-8%[7.67 µM]	1%	-12%	-11%
32	-4%	12%	4%	-10%
33	?	0%	-5%	-23%
34	-22%[46.1 µM]	-4%	-1%	-21%
35	20%	-8%	-7%	-7%
36	-6%	-4%	2%	-14%
37	8%[46.1 µM]	-2%	-15%	?
38	-16%	5%	-4%	-23%
39	0%[46.1 µM]	-11%	-8%	0%
40	?	-2%	0%	2%
41	-37%	-10%	-4%	14µM*[quencher]
42	2%	8%	6%	-1%
43	4%	-3%	-4%	3%
44	-11%	-6%	-2%	-23%
45	-23%[46.1 µM]	9%	-2%	-10%

Going on with the list.
entry	canonical_smiles	Epigenetic reg	ALDH1A1 inh	GAA glycogen	GAA inhib
46	O=C(COc1ccc(N2CC(C(=O)O)CC2=O)cc1)Nc1cccc(C(F)(F)F)c1 (configuration not stated)	-1.0%	12%	3%	3%
47	Cc1nnsc1C(=O)N/N=C/c1ccc2ccccc2c1O	0.1%	-1%	-2%	-7%
48	CN(C)CC(C)(C)CNC(=O)c1cc(=O)c2ccccc2o1	-1.7%	2%	2%	2%
49	Cc1cc(=S)cc(C)n1CCCO	2.9%	0%	-10%	-4%
50	CCOC(=O)CCCCC(=O)c1[nH]c(=O)[nH]c1Cn1ccnc1	-1.9%	?	3%	-7%

entry	NPSR antagonist	aGal spleen mod	GAA spleen mod	Tau fluor counter
46	0%[46.1 µM]	11%	6%	2%
47	6%[46.1 µM]	-4%	-6%	-20%
48	-2%[46.1 µM]	3%	-5%	-5%
49	-5%[46.1 µM]	9%	2%	-8%
50	-1%[46.1 µM]	6%	-1%	7%
